CaV13 FRET inh = Primary screen for inhibitors of IQ motif and Ca2+-dependent inactivation inhibitor domain binding in CACNA1D, Förster resonance energy transfer in living cells, … | HEK cells, CFP/YFP FRET ICDI-IQ, plate reader, 10 min; percent FRET-ratio fall versus neutral wells | inhibition, % at 12.3 µM | 340,000 tested, 0.098% active | AID 743397;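 active = mean replicate inhibition of at least 30% and at least 1% of replicates passing that level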;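 also: 0% = median of the neutral control wells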
Peg3 promoter = Peg3 promoter-driven luciferase inhibitors, primary screen, cell-based, HeLa, luciferase luminescence. AID 588405, 2011. 360,000 tested, 1.7% active. HeLa PEG-Prom luciferase reporter, overnight. inhibition, % at 20 µM;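 active = inhibition of at least 50% at 20 µM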
CF NFkB block = inhibitors of PAF-induced NF-kB signaling, primary screen, cell-based, GFP fluorescence, uHTS; KKLEB NF-kB-GFP reporter, GFP fluorescence overnight; inhibition, % at 5 µM; 360,000 tested, 0.86% active; AID 588850, 2011;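 active = at least 50% inhibition at 5 µM, scaled per plate between neutral and stimulator controls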;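 also: PAF is a Pseudomonas aeruginosa culture filtrate used as stimulus; plate controls were PAF-stimulated DMSO wells for no effect and unstimulated DMSO wells for full effect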
Shn3 3UTR inh = reduction of Shn3 3'UTR firefly luciferase signal, primary screen, Schnurri-3 inhibitor project, cell-based, Clone20 osteoblasts, set 2. Clone20 osteoblast Shn3 3'UTR firefly luciferase, 24 h. 360,000 tested, 0.52% active. inhibition, % at 12.5 µM;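 active = mean inhibition of at least 75% with every replicate also reaching 75%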;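 also: 0% = median of neutral control wells and 100% = pilot-screen positive control compound; some compounds past the cut are filed as inactive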
PDI turbidity = inhibitors of human PDI, primary screen, biochemical, turbidity, single point, plate reader. Protein disulfide-isomerase (Homo sapiens), P07237. PDI insulin aggregation turbidity, A650, 90 min. inhibition, % at 10 µM. 350,000 tested, 0.052% active. AID 588391, 2011;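 active = mean inhibition across replicates of 30% or more, whatever share of single replicates reach that level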;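 also: absorbance from insulin aggregation driven by PDI reduction with DTT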
Target sequence (P07237 whole entry, looked up): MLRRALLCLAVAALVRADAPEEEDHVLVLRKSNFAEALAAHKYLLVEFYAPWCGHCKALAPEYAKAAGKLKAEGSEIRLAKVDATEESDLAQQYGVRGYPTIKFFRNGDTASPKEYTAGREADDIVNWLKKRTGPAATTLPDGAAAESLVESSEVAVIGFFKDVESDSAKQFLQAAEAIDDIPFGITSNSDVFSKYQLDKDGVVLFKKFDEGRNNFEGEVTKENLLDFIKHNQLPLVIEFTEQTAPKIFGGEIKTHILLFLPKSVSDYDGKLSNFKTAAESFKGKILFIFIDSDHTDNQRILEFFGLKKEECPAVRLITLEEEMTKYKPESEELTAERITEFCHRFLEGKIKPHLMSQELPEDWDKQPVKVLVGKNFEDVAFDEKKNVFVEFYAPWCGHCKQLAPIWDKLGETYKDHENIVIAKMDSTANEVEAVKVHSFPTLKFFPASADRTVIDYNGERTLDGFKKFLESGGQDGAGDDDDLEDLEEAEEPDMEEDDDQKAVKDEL
HIF-2a block = HIF-2a reporter inhibitors, primary screen, luminescence, 786-0 RCC cells | 786-0 RCC cells HIF-2a reporter, luciferase luminescence, overnight | inhibition, % at 18.8 µM | AID 624352, 2012 | 360,000 tested, 0.72% active;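 active = inhibition of the luminescence signal of 40% or more relative to plate controls, in a single-dose primary screen at 18.75 µM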
TRPM1 prom inh = inhibitors of MITF-dependent TRPM1 promoter reporter, primary screen, cell-based, SK-MEL-5, single point, luciferase; AID 488899, 2010; 330,000 tested, 0.83% active; SK-MEL-5 TRPM1 promoter luciferase, 24 h; inhibition, % at 12.5 µM;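 active = mean inhibition across replicates of 60% or more, whatever share of single replicates reaches that level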; also: values of inactives mirror those of a sister screen read the other way
Vif imaging = HIV Vif self-association inhibitors, primary screen, imaging, HEK293T, single point | HEK293T cells, Vif self-association by quenched fluorescence, 24 h | inhibition, % at 7.49 µM | 340,000 tested, 0.35% active | AID 602346, 2012; in the data active = inhibition above about 50%, passing the limit was not always enough; also: some results filed as inactive read as strong as hits
KKLEB cytotox = cytotoxicity in KKLEB CF airway cells, primary screen, cytotoxicity control for CF NF-kB inhibitor project, cell-based, uHTS, fluorescence assay plates. KKLEB CF airway cells viability, ATPlite luminescence, overnight; hits give low values; cells stimulated with P. aeruginosa culture filtrate. activity change (cytotoxicity), % at 5 µM. 360,000 tested, 0.36% active;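 active = corrected activity change at or below -50% at 5 µM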
NR2E3 ag-1 = NR2E3 agonists in two-hybrid cells, primary screen, cell-based, luminescence, CHO-S, Gal4-NCOR/VP16-NR2E3 | Photoreceptor-specific nuclear receptor (Homo sapiens), Q9Y5X4 | luciferase | inhibition of corepressor binding, % at 3.98 µM | 360,000 tested, 0.35% active | AID 602229, 2012;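 active = inhibition above the mean of all tested compounds plus 3 SD, cut at about 70% in these data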;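 also: 0% = DMSO with NR2E3 transfected cells and 100% = cells lacking NR2E3 construct; higher means lower luciferase signal from less NR2E3 corepressor binding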
Target sequence (Q9Y5X4 whole entry, looked up, the tested form may be a part): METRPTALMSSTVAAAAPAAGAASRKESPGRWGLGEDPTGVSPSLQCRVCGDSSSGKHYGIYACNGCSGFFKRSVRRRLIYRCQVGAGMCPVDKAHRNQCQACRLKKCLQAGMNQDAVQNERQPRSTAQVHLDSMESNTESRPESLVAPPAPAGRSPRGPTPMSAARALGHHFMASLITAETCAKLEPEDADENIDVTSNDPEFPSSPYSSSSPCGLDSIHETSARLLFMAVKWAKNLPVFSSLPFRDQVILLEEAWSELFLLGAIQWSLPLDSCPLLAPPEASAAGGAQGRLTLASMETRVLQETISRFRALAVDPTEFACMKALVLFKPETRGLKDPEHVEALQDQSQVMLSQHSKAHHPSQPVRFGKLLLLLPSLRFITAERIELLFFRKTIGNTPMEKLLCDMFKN
NR2E3 ag-2 = inhibitors of NR2E3-RetCOR corepressor binding, primary screen, NR2E3 agonist project, biochemical, TR-FRET, GST-NR2E3, biotin-RetCOR. 320,000 tested, 0.12% active. 1536-well. inhibition of corepressor binding, % at 4.78 µM. AID 2300, 2010. Photoreceptor-specific nuclear receptor (Homo sapiens), Q9Y5X4;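 active = percent inhibition above the cutoff of mean plus 3 SD of all tested compounds, set per screening campaign, cut at about 20% in these data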;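 also: 0% = DMSO wells and 100% = biotin wells as full block of FRET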
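Assay system: NR2E3–RetCOR corepressor complex. Quantity: 1.35 nM GST-NR2E3. Buffer or medium: pH 7.5 Tris-based buffer. Reagent: biotinylated RetCOR corepressor at 7 nM final. Schedule: 5 h at 4 °C. Detection: TR-FRET, emission read at 617 and 671 nm. Replicates: one well per compound, singlicate testing.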
Active calls of the source: *; / = not tested or not shown.

Molecule	NR2E3 ag-1	TRPM1 prom inh	HIF-2a block	PDI turbidity	Peg3 promoter	Shn3 3UTR inh	Vif imaging	KKLEB cytotox	CF NFkB block	CaV13 FRET inh	NR2E3 ag-2
CC1CCN(S(=O)(=O)c2ccc3c(c2)N(CC(=O)NCCCOC(C)C)C(=O)CS3)CC1	-29	-12	3	2	11	-12	-8	-2	7	-5	1
Cc1cc(C)nc(NS(=O)(=O)c2ccc(NC(=O)C3(c4ccc([N+](=O)[O-])cc4)CCCC3)cc2)n1	-29	-17	19	-1	10	-9	-1	-4	-12	-18	0
O=C(Cc1csc(N2CCOCC2)n1)N/N=C/c1ccc(O)c(O)c1O	-35	20	18	-4	-9	5	-1	18	-6	7	/
CCCCN(C(=O)c1ccc([N+](=O)[O-])s1)c1c(N)n(CC(C)C)c(=O)[nH]c1=O	-31	2	23	4	7	18	/	7	-12	-13	3
CC(C)CC(=O)Nc1cccc(-c2cn3ccsc3n2)c1	-40	-26	-66	-5	-39	-11	13	8	0	-1	1
Cc1ccc(NC(=O)c2cc(S(=O)(=O)c3ccccc3)ccc2Cl)cc1	1	4	-44	-3	0	12	/	12	13	/	1
Cc1c(Cl)cccc1NC(=S)NCc1cccs1	-7	14	-11	-15	1	-3	3	6	12	-5	0
CCOC1=C2[C@@H](CN(S(=O)(=O)c3ccc(C)cc3)[C@H]2c2cccs2)[C@H]2C(=O)N(c3ccccc3)C(=O)[C@H]2C1	2	/	-2	/	7	19	10	-22	13	-4	/
CC(=O)Nc1nc(-c2ccc3c(c2)CCO3)cs1	-38	-35	-189	2	-256	-79	/	14	-31	-4	1
S=C1NCCOCCOCCOCCNC(=S)NCCOCCOCCOCCN1	-27	-5	-8	2	4	21	7	2	-32	8	-3
CCN(CC)CCP(=O)(c1ccccc1)c1ccccc1	-3	-9	13	23	7	8	17	14	-3	-2	1
CN(N=Cc1ccccc1O)c1ccc2ccccc2n1	-102	/	-54	4	-365	-40	-1	-14	1	-5	/
O=C(NCc1cn2ccsc2n1)c1c(F)cccc1Cl	17	/	-13	/	12	4	18	-24	20	-12	0
Cc1ccc(S(=O)(=O)N2C[C@@H](C)[C@]3(C2)[C@H](O)[C@H](OC(=O)NCc2ccco2)C[C@H]2C(=O)N(c4ccccc4)C(=O)[C@H]23)cc1	8	/	3	12	-2	-20	7	2	-12	-6	/
O=C(O)c1ccc(NC(=S)NC(=O)c2ccc(-c3ccccc3)cc2)cc1	-55	-6	-138	0	-207	-23	2	10	-23	-5	0
COc1ccc(-c2cc(C(=O)NCc3ccco3)c3ccccc3n2)c(OC)c1	-26	8	-16	-8	6	8	/	4	-9	-9	4
COc1ccc(C2CC(c3ccc(Br)cc3)Nc3nc(N)nn32)cc1 (configuration not stated)	-10	4	0	-1	10	13	7	-10	6	-6	0
O=C1CC(c2ccccc2)Cc2nc(N3CCc4ccccc4C3)ncc21 (configuration not stated)	-5	-2	25	1	16	-11	-2	1	8	-4	-2
COC(=O)c1ccc(CSc2nnnn2Cc2ccccc2)cc1	-3	5	14	-8	6	-10	-7	0	22	-7	-2
COc1cc(C(C(=O)NC(C)(C)C)N(C(=O)CNC(=O)c2cccs2)c2cccnc2)cc(OC)c1OC (configuration not stated)	-14	7	6	-3	-6	-9	11	7	-7	-5	0
O=C(/C=C/c1ccc(F)cc1)NCCc1ccc2c(c1)OCCO2	-23	2	7	0	6	-12	1	-6	-2	-5	-2
CS(=O)(=O)N1CCC(C(=O)Nc2ccc(F)c(Cl)c2)CC1	-11	13	20	13	4	7	-4	7	-13	-5	2
Cc1ccccc1N1CCN(C2CCCN(C(=O)c3cn4c(C)cccc4n3)C2)CC1 (configuration not stated)	-14	9	2	-1	10	22	1	-6	8	-3	-2
O=C(COC(=O)c1c(Cl)cccc1Cl)NC1CCCCCCC1	-30	-6	-28	6	5	8	17	12	-27	-2	/
Cc1ccc(C(=O)NCCC(=O)N2CCC3(CC2)NCCc2[nH]cnc23)cc1	-36	4	-3	-1	3	-15	5	14	-11	-2	-1
CCSc1ccc(-c2cc(NC=O)c3ncc(-c4cc(OC)c(OC)c(OC)c4)n3c2)cc1	-8	/	-71	2	8	2	0	-15	1	-5	/
O=C1CS(=O)(=O)N(Cc2ccc(F)cc2)c2ccccc21	8	2	16	2	16	10	-4	12	4	-8	/
CNC(=S)N1CCN(c2ccc(Cl)c(Cl)c2)CC1	12	-5	-26	3	-16	-6	-6	-1	-9	2	2
COc1ccc(C(CNC(=O)CCOc2ccccc2)N(C)C)cc1 (configuration not stated)	6	-5	-15	-10	-3	-30	5	3	-5	-6	1
O=C(CNc1ccccc1F)N/N=C/C1CC=CCC1 (configuration not stated)	-22	-7	9	-1	9	-6	4	10	-12	-7	-1
CCC(=O)N1c2ccc(S(=O)(=O)NCc3ccccc3)cc2CC1C (configuration not stated)	9	-20	-36	-11	-39	16	-5	-2	-4	-5	-1
CCCCCCSc1ccc([C@@H]2[C@H]3C(=O)N(CC)C(=O)[C@H]3[C@]3(C(=O)OC)CCCCN23)cc1	-7	9	19	-2	21	14	/	-3	17	/	/
Cc1ccc(OCCCC(=O)Nc2ccc(Br)cc2)cc1	10	-6	2	19	-3	-15	14	5	-5	-2	-2
CN1CCn2cnc(C(=O)NCc3ccc(CNC(=O)OC(C)(C)C)cc3)c2C1=O	4	/	3	/	-5	-31	12	0	-21	-7	/
CN(C)c1ccc(C(C(=O)NCC2CCCO2)N(C(=O)c2snc(C(N)=O)c2N)c2ccccc2)cc1 (configuration not stated)	-22	0	8	8	24	3	-10	-6	-6	-3	-3
Cc1ccc(CCNC(=O)CN2CCN(Cc3ccccc3F)C2=O)cc1	-33	4	19	2	9	-17	1	-1	0	-1	2
Cc1nc(-c2cccc(NC(=O)c3ccc(Cl)c(S(=O)(=O)N4CCCC4)c3)c2)cs1	-6	/	-37	-3	55*	58	/	-6	-6	-6	/
CC(=O)c1ccccc1NC(=O)CCNC(=O)c1ccco1	-12	-12	-32	8	-12	-5	12	4	-4	-6	-1
CC(=O)N1CCN(Cc2nc(C(c3ccccc3)c3ccccc3)no2)CC1	29	-6	12	2	2	-11	4	8	-3	-3	1
S=c1[nH]c2ccccc2o1	-13	4	4	4	-8	-9	-2	5	-6	4	1
CCOC(=O)N1CCC(NC(=S)Nc2ccc3nc(N4CCN(CC)CC4)cc(C)c3c2)CC1	-4	16	13	5	-1	6	-11	-11	17	-6	-2
CN(CC(=O)Nc1cccc2ccccc12)C(=O)c1ccc(F)cc1F	19	9	-2	1	17	-9	0	-14	-17	-3	2
CCCn1c(SCC(=O)NNC(=O)c2ccc(C)cc2)nnc1C(C)C	-16	-11	8	8	3	2	55*	-11	-12	-3	1
O=C(CN1CCc2cc3c(cc2C1)OCCCO3)Nc1ccc(F)cc1	-1	0	-3	12	18	3	8	-5	-9	-4	0
Cn1ccnc1Sc1nnnn1-c1ccccc1	-27	4	10	7	6	1	10	-1	6	-6	3
CCOC(=O)C1CCN(C(=O)c2sc3ncnc(N4CCC(C)CC4)c3c2C)CC1	4	9	-18	-10	5	31	/	-3	6	-3	4
Cc1cc(=O)n2nc(N3CCC(C(=O)NCC(C)c4ccccc4)CC3)sc2n1 (configuration not stated)	-7	3	-21	-4	4	-2	4	0	1	-6	0
C/C(=N/NS(=O)(=O)c1ccc(CC(C)C)cc1)c1ccncc1	104*	19	0	7	33	87*	-4	2	11	/	-2
COc1ccc(CC(=O)NNC(=O)c2ccoc2C)cc1OC	18	4	-4	-7	13	-61	/	0	-1	-8	4
Cn1cnc2ccc([N+](=O)[O-])cc2c1=O	-12	5	7	7	-1	-3	18	-1	10	-3	1
Cc1cccc(N(CC(=O)NC(C)(C)C)C(=O)CCC(=O)Nc2nccs2)c1	12	0	22	-12	10	1	-2	-3	8	-3	-1
CCN1C(=O)N(C)C2(c3ccccc3)N(C)C(=O)N(C)C12c1ccccc1 (configuration not stated)	-23	-16	18	-1	8	7	1	0	2	-1	2
COC(=O)c1c(-c2ccc(OC)c(OC)c2)csc1N	0	6	21	4	-9	17	2	5	-12	-5	-2
Cc1c(C)n(CCC#N)c2ccc(Cl)cc12	-26	6	13	-3	13	0	-3	4	21	-5	-5
CC(C)C(c1nnnn1C1CCCCC1)N1CCCc2ccccc21 (configuration not stated)	1	4	11	-7	25	11	-5	13	-8	-5	-1
CCOc1cc(C(=O)OCC(=O)Nc2ccc(F)cc2Cl)ccc1OCC(=O)N1CCOCC1	14	3	-1	15	18	-3	-4	2	-6	-6	/
CN1CCN(S(=O)(=O)c2ccc(N(C)Cc3c(F)cccc3Cl)nc2)CC1	16	-11	5	-7	11	-2	-3	9	-8	-5	/
COc1ccc(-n2ncc3c2CC(C)(C)CC3NC(=O)CCc2c(C)nn(C)c2C)cc1 (configuration not stated)	-10	16	10	0	10	-48	-4	6	-4	-12	0
CCCCOC(=O)C1=C(C)Nc2ncnn2C1c1ccc(OC)c(OC)c1OC (configuration not stated)	1	3	10	-3	-4	-14	-9	14	4	-8	2
CCOC(=O)CCSCC(=O)N1N=C(c2cccs2)CC1c1ccc(C)cc1 (configuration not stated)	3	14	-5	17	26	5	-2	-7	22	-2	-2
CC(=O)c1ccc(N2C(=O)[C@@H]3[C@H](C2=O)[C@H]2c4ccccc4C=NN2[C@@H]3C(C)=O)cc1	-2	5	-5	4	-5	-3	6	-1	8	-6	1
CC(C)Oc1ccc(C(CC(=O)NCCCN(C)C)c2ccc(F)cc2)cc1 (configuration not stated)	-14	-3	7	15	8	7	0	2	4	/	1

Screening results deposited in PubChem by several laboratories.
